Screening data as filed in PubChem.
PRMT1 inh: inhibitors of human PRMT1; recombinant PRMT1, activity-based probe fluorescence polarization; inhibition, % at 2.79 µM; 370,000 tested, 1.3% active;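 active means inhibition above about 21% made by adding two undisclosed values, limit read from the data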
PG9 binder: binds the HIV-1 gp120 antibody PG9. AID 624416. TR-FRET gp120-PG9 antibody binding. 360,000 tested, 0.43% active. inhibition, % at 6.7 µM; in the data active means inhibition above about 8.5%
TCR CD3 inh: inhibitors of human TCR-CD3 interaction. TAMRA-labeled TCR probe fluorescence, biochemical. 360,000 tested, 0.37% active. inhibition, % at 9.4 µM; in the data active means inhibition above about 19%;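 further: recombinant mutant TCR 2C K166C tagged with TAMRA read by polarization; 0% = receptor in buffer alone and 100% = receptor with positive control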
SIAE primary: inhibitors of human sialic acid acetylesterase SIAE; Q9HAT2; SIAE FP-Rh probe binding, fluorescence polarization; inhibition, % at 9.66 µM; 370,000 tested, 0.69% active; AID 1053197;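 active means inhibition above a cutoff: mean of compounds within the control limits plus 3 SD of those, cut at about 17% in these data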;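 further: 0% = plate median of compound wells and 100% = probe without SIAE protein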
Target sequence (Q9HAT2 whole entry, looked up): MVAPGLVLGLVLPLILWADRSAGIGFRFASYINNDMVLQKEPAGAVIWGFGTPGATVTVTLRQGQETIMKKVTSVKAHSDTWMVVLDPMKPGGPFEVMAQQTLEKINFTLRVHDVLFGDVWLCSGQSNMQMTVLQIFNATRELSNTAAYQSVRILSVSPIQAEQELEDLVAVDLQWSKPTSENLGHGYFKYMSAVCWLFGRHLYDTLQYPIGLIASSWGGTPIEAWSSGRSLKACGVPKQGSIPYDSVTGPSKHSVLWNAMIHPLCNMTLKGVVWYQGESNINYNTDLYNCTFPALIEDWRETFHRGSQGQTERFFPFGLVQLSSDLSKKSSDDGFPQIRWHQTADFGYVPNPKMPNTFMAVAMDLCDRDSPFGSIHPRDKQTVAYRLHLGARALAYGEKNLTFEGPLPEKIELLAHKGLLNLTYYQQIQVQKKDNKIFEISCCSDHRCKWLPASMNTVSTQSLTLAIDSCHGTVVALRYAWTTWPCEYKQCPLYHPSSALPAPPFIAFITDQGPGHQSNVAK
TDP2 inh: TDP2 (human) inhibition, absorbance primary screen | AID 720702 | recombinant TDP2, T5PNP hydrolysis, p-nitrophenol absorbance 415 nm | inhibition, % at 12.8 µM | O95551 | 370,000 tested, 0.34% active;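 active means inhibition above the mean of all tested compounds plus 3 SD, set per campaign, cut at about 25% in these data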;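 further: 0% = DMSO with enzyme and 100% = buffer with substrate but no TDP2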
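Assay system: Recombinant human TDP2 | Quantity: 120 nM TDP2 per well | Incubation: 2 h at 37 °C | Signal: Epi absorbance | Evaluation: Percent inhibition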
ABHD4 inh: inhibits mouse alpha/beta hydrolase domain 4. purified mABHD4, FP-Rh probe fluorescence polarization. inhibition, % at 8.92 µM. 370,000 tested, 0.54% active. AID 720543;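 active means inhibition exceeding the mean over every tested compound plus 3 SD, cut at about 30% in these data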;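 further: 0% = plate median of compound wells and 100% = S159A mutant with DMSO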
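Material: mouse ABHD4 enzyme, wild type; Benchmarks: S159A mutant high control, sample median low control; Buffer or medium: HEPES pH 7.0, NaCl, Pluronic buffer; Signal: fluorescence polarization; Read-out: percent inhibition of probe binding, normalized to plate controls; Timing: pre-incubation 45 min, probe exposure 60 min, at 25 °C; Dosing: 8.92 µM, single dose.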
UHRF1 binding: human UHRF1 methylated DNA binding inhibitors; Q96T88; UHRF1 binding to methylated oligo, TR-FRET; inhibition, % at 4.4 µM; 370,000 tested, 0.75% active; AID 687016; in the data active means inhibition above about 21%;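 further: UHRF1 SRA domain binding a hemimethylated CpG hairpin DNA probe; 0% = median of test compound wells and 100% = reference inhibitor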
LEDGF integ inh: blocks HIV-1 LEDGF/p75-dependent DNA integration; TR-FRET IN-LEDGF/p75 DNA integration, Eu/Cy5; inhibition, % at 3.7 µM; 370,000 tested, 0.64% active; AID 743269;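 active means inhibition above the screen-wide mean plus 3 SD, cut at about 13% in these data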;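 further: signal is the Cy5 over europium emission ratio at 671 and 618 nm; 0% = plate median of compound wells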
Tn7 DDE FP: DD(E)-Tn7 binding inhibition, primary FP screen; P02675; FP displacement of FITC-Tn7 peptide from fibrin DD(E); 0% = median of compound wells per plate; inhibition, % at 8.3 µM; 370,000 tested, 0.13% active;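 active means inhibition above the mean of compounds falling within the control limits plus 3 SD of them, cut at about 14% in these data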;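 further: 0% = plate median of compound wells and 100% = 10 µM Aha-Tn7 peptide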
Target sequence (P02675 whole entry, looked up): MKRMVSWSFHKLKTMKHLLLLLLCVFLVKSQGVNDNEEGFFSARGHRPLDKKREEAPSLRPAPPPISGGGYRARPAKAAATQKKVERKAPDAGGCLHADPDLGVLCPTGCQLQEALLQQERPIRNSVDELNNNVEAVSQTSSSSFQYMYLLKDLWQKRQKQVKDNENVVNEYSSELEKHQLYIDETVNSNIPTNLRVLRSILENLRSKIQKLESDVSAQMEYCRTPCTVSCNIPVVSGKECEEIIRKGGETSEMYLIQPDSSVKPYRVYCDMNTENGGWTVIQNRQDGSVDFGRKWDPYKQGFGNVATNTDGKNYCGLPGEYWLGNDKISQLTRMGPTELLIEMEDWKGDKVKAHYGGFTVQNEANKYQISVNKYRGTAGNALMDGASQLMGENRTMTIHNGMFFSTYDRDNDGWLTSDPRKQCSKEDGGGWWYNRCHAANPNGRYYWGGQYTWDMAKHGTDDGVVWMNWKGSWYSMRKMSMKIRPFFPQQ
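Assay system: Human clot-derived fibrin DD(E) complex | Buffer or medium: Tris/NaCl/CaCl2 buffer, pH 7.8 | Repeats: One replicate per compound | Benchmarks: Aha-Tn7 high control | Measure: % inhibition scaled between sample-field median and high-control FP | Schedule: 10 min plus 3 h, room temperature | Signal: Fluorescence polarization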
HTRA1 inhibitor: inhibitors of human serine peptidase HTRA1 | Q92743 | recombinant HTRA1, FP-rhodamine activity-based probe, fluorescence polarization | inhibition, % at 5.96 µM | 340,000 tested, 0.5% active; in the data active means inhibition above about 36%;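 further: 0% = enzyme with DMSO and 100% = wells lacking enzyme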
Active calls of the source: *; . = no result given.

SMILES	PRMT1 inh	PG9 binder	TCR CD3 inh	SIAE primary	TDP2 inh	ABHD4 inh	UHRF1 binding	LEDGF integ inh	Tn7 DDE FP	HTRA1 inhibitor
CC(C)(C)c1ccc(S(=O)(=O)N2CCC(c3cn4ccccc4n3)CC2)cc1	-1	.	.	-3	-12	2	-2	1	-11	.
c1ccc(C2=NNC(=NC3CC3)SC2)cc1	65*	0.3	-10	3	1	-1	5	2	-7	-3
O=C(Nc1ccc2nsnc2c1)NC1CCCCC1	-2	0.7	10	-1	2	-2	-3	-3	-9	-16
CCN1CCN(S(=O)(=O)c2ccc(Cl)c(C(=O)NCc3ccco3)c2)CC1	0	2.5	3	-2	1	4	1	3	-7	1
O=C(NCCN1C(=O)S/C(=C\c2cccnc2)C1=O)C1=NN(c2ccccc2)C(=O)CC1	3	-1.4	-2	-1	-3	0	-2	3	10	-8
COc1c(/C=N/Nc2ccc(C(=O)O)cc2)c(CCN(C)C(C)=O)cc2c1OCO2	4	-11	8	7	-6	0	1	3	-1	5
CCCCc1c(C)nc(N)[nH]c1=O	1	-0.5	8	4	-2	3	-1	-2	5	-2
CCN(CC)C(=O)/C(=C/c1ccc2c(c1)OCO2)NC(=O)c1ccc(Br)cc1	4	-1.8	-1	-3	-16	6	10	-8	-4	-2
CC(Oc1ccc(C(=O)c2ccc(F)cc2)cc1)C(=O)N1CCOCC1 (centres undefined)	-2	-1.2	-4	9	-4	-7	2	6	-3	-3
CCOC(=O)C(=NCCOC)NNc1cc(Cl)ccc1Cl	-2	-1.8	12	9	5	0	0	-3	2	19

An excerpt from above, limited to Tn7 DDE FP and LEDGF integ inh:
| structure | Tn7 DDE FP | LEDGF integ inh |
| --- | --- | --- |
| CCCCc1c(C)nc(N)[nH]c1=O | 5 | -2 |
| CCN(CC)C(=O)/C(=C/c1ccc2c(c1)OCO2)NC(=O)c1ccc(Br)cc1 | -4 | -8 |

Carrying on.
SMILES	PRMT1 inh	PG9 binder	TCR CD3 inh	SIAE primary	TDP2 inh	ABHD4 inh	UHRF1 binding	LEDGF integ inh	Tn7 DDE FP	HTRA1 inhibitor
COC(=O)c1ccc(CN2CCC(CO)(Cc3cccc(OC)c3)CC2)cc1	2	-1.4	-2	2	-1	-1	4	-3	6	-1
Oc1ccc(Cl)cc1N=Cc1sc2ccccc2c1Cl	4	-2.9	3	3	-1	8	-3	4	-5	18
O=C(CN1CCCC1)Nc1ccccc1Sc1ccc(Cl)cc1	-2	-0.4	-6	2	6	-2	-4	1	1	-12
CCOC(=O)C1=C(C)OC(N)=C(C#N)C1c1cc2c(cc1Br)OCO2 (centres undefined)	2	0.1	-2	0	-5	3	4	2	5	-11
CCC1Oc2ccccc2N(CC(=O)NCc2cccs2)C1=O (centres undefined)	-3	-1.8	5	8	2	-4	0	-1	2	0
COc1cc(NC2c3ccccc3C(=O)N2Cc2ccccc2Cl)cc(OC)c1OC (centres undefined)	-2	0.8	4	4	-9	0	-1	-1	3	0
CC(=O)Nc1sc2c(c1CN1CCN(c3ccccn3)CC1)CCCC2	1	-0.2	2	5	-10	2	-1	0	-6	5
Cc1cc(C)n(C(=O)C(C(=O)c2ccccc2)C(C)C)n1 (centres undefined)	2	0.6	-6	-9	4	1	1	3	-6	-3
O=C(COc1ccc2c(-c3ccccc3)cc(=O)oc2c1)NCC1CCC(C(=O)O)CC1 (centres undefined)	3	-1.2	-8	-1	2	40*	0	4	0	1
Cc1nn(Cc2c(F)c(F)c(F)c(F)c2F)c(C)c1NC(=O)c1ccc(COc2cc(Cl)ccc2Cl)cc1	0	-1.3	2	-7	5	-2	-2	-2	4	-9
Cc1cc(NC(=O)c2cnn3cccnc23)no1	-1	-0.8	5	4	-12	1	-3	5	-9	1
CCCC1=C/C(=C/c2ccc(-c3ccccc3OC)o2)C(=O)O1	7	-1.4	1	-10	-6	-3	-2	3	3	-12
CCOc1ccc(NC(=O)CC2S/C(=N/N=C3CCCCCC3)NC2=O)cc1 (centres undefined)	-1	-2.1	-2	-1	-13	-3	0	0	5	-4
O=C(Cc1n[nH]c(=O)c2ccccc12)NCc1ccc(Cl)cc1	1	1.7	5	1	-5	-1	-2	3	-7	3
CCN1CCN(CC(O)COCc2ccccc2)CC1 (centres undefined)	-2	1.8	7	1	3	-4	-2	-3	0	-6
Cc1ccc(NC(=O)C2CCN(S(C)(=O)=O)CC2)c(C)c1	-1	-3.0	3	-7	-1	-2	-1	2	-6	-3
CC(OC(=O)C1=COCCO1)C(=O)Nc1ccc(Cl)cn1 (centres undefined)	-3	-1.0	4	2	5	0	1	-2	-7	15
Cc1ccc(S(=O)(=O)N(C)c2ccc(OCC(=O)N3CCCCC3)cc2)cc1	-6	2.1	6	-5	8	0	0	-1	6	0
Cc1nc2ccccc2n1CC(O)Cn1c(C(F)(F)F)nc2ccccc21 (centres undefined)	-2	-3.1	8	8	-8	-8	0	-4	0	7
COc1ccc(/C=C/C(=O)Oc2ccc(C)cc2)cc1	3	-1.4	-7	3	3	9	2	-6	5	-13
Cn1c(CC(=O)NNC(=O)c2cccnc2)nc2ccccc21	-1	-0.2	3	6	7	2	-2	0	-1	2
Cc1ccc(CNC(=O)COC(=O)c2cnc(C)cn2)cc1	2	-2.3	-1	-4	5	0	1	-4	12	11
O=C(O)c1cccc(S(=O)(=O)Nc2ccccc2C(=O)NCCc2ccccc2)c1	2	-0.7	10	3	14	10	-2	1	3	-3
COc1cccc(C2CN(c3ccc(F)cc3F)N=C2c2cccs2)c1OC (centres undefined)	-1	0.8	5	14	4	7	-2	-2	2	12
COCCNc1nc2cc(-c3ccccc3OC)sc2c(=O)n1C	4	1.0	-2	-18	-4	0	0	-1	1	.
CC(=O)Nc1ccc(S(=O)(=O)NN=c2sc3ccccc3n2C)cc1N	-2	-3.7	-5	6	1	2	-2	-1	0	-3
O=C(CSc1nc(-c2cccs2)cc(C(F)(F)F)n1)NCCCN1CCOCC1	0	0.5	10	-5	-4	-3	-3	-1	2	-5
CN(C)CCCN(C(=O)c1sc2ccccc2c1Cl)c1nc2ccc(F)cc2s1	1	4.3	-1	1	13	3	-3	1	-4	-11
Cn1c(Cn2c(=O)sc3ccccc32)nnc1SCC(=O)Nc1ccc2c(c1)OCO2	-1	-0.1	0	3	2	-1	1	3	-4	5
COc1ccc(NC(=O)Nc2cccs2)cn1	7	-2.1	0	18*	-2	10	-5	3	4	-1
O=C(O)C(NS(=O)(=O)c1cccc2nsnc12)c1ccccc1 (centres undefined)	2	-0.2	-6	-2	-4	4	1	3	5	8
O=C(O)CSc1nc(SCc2ccccc2Cl)nc2c1CCCC2	0	0.9	-2	-7	-1	-5	0	1	0	-14
Cc1ccccc1OCC(=O)N(Cc1nnc(-c2ccc(Cl)cc2)o1)C(C)C	-1	0.8	-3	13	7	2	-2	2	0	-5
CN(Cc1ccccc1)C(=O)c1ccc(NC(=O)C2CCN(C(=O)OC(C)(C)C)CC2)cc1	-1	0.5	-1	1	-1	4	1	-1	-4	0
O=C(N/N=C/c1cccnc1)c1ccc(NC(=O)c2ccc(F)cc2)cc1	4	2.3	-7	2	-6	-14	5	-1	5	-9
Cc1ccc(NC2CCCN(C(=O)c3ccccc3N3CCOCC3)C2)cc1C (centres undefined)	1	-1.7	-14	14	18	6	1	-3	-3	3
O=C(Nc1ccc(S(=O)(=O)N2CCCCC2c2cccnc2)cc1)c1ccccc1F (centres undefined)	2	-1.3	9	-4	6	-7	-1	0	7	-15
NC(=O)COC(=O)c1ccc(-c2ccc(O)cc2)cc1	-2	-2.9	2	-2	18	-3	11	-1	-5	5
CCCCNC(=O)c1[nH]c(C2CCNCC2)nc1-c1cccc(C(F)(F)F)c1	-2	-1.3	9	-2	4	1	2	-3	8	.
COc1cccc(C(NC(C)=O)c2nc(-c3ccccc3)cs2)c1 (centres undefined)	-6	-1.6	-1	-1	0	3	-2	1	-8	.
Cn1ncc(Cl)c1C(=O)N1CCN(C(=O)c2ccco2)CC1	-3	-0.7	0	4	-2	3	0	3	-8	-4
COc1cccc(C(=O)NCCOc2cc(C)cc(C)c2)c1	2	-2.0	-2	-2	10	-5	0	-2	-4	-10
Cc1ccc(SCC2=NNC(=O)C2)cc1	1	-0.1	4	9	18	16	-9	6	-3	3
Cc1sc(NC(=O)C2C3CCC(O3)C2C(=O)O)c(C(=O)OC(C)C)c1-c1ccc(Cl)cc1 (centres undefined)	22*	3.5	-4	-4	8	9	4	0	6	1
O=C(CN1C(=O)NC2(CCCC2)C1=O)OCc1ccccc1F	-3	1.3	-1	2	-2	2	-2	-1	1	-5
CC(C)(C)n1nnnc1C(c1ccc(F)cc1)N1CCN(Cc2ccc3c(c2)OCO3)CC1 (centres undefined)	1	-1.4	0	-8	2	-4	-1	0	-7	-4
Cc1nc2c(C(=O)NCc3ccccc3Cl)c[nH]n2c(=O)c1Cl	-1	0.6	-13	3	-11	-43	5	10	-7	-26
CC1CC(C)(C)CC2(C1)NC(=O)N(CC(=O)N1CCN(S(=O)(=O)c3cccs3)CC1)C2=O (centres undefined)	4	-0.4	-8	-2	-2	-5	1	-1	7	-10
Cc1cnn(C(=O)c2ccccc2Br)c1	-6	-1.8	-2	0	-20	-3	4	10	-8	.
O=C(CCCCl)N1CCc2[nH]c3ccccc3c2C1	-2	0.9	7	8	-11	1	-3	-2	4	8
(continued)
SMILES	PRMT1 inh	PG9 binder	TCR CD3 inh	SIAE primary	TDP2 inh	ABHD4 inh	UHRF1 binding	LEDGF integ inh	Tn7 DDE FP	HTRA1 inhibitor
COc1ccccc1-c1cnn2c(N3CCOCC3)cc(C)nc12	0	0.3	0	10	-18	1	5	-2	-1	-1
COc1cccc(Cn2cc(COC(=O)Nc3ccc(F)cc3)nn2)c1	1	.	.	-7	5	-1	0	1	-7	.
O=C1CC2c3ccccc3C1C1C(=O)N(Cc3ccccc3)C(=O)C21 (centres undefined)	4	2.9	-3	-2	-4	-3	6	4	-1	5
COC(C[C@H](O)C[C@H](O)[C@H](C)OCc1ccccc1)OC	1	-1.4	-2	2	0	-2	3	-3	4	-1

Compound profiles, from the list above. Order of values: PRMT1 inh | PG9 binder | TCR CD3 inh | SIAE primary | TDP2 inh | ABHD4 inh | UHRF1 binding | LEDGF integ inh | Tn7 DDE FP | HTRA1 inhibitor
`O=C1CC2c3ccccc3C1C1C(=O)N(Cc3ccccc3)C(=O)C21` (centres undefined) across the screens: 4 | 2.9 | -3 | -2 | -4 | -3 | 6 | 4 | -1 | 5
`COC(C[C@H](O)C[C@H](O)[C@H](C)OCc1ccccc1)OC` across the screens: 1 | -1.4 | -2 | 2 | 0 | -2 | 3 | -3 | 4 | -1
`COc1ccccc1-c1cnn2c(N3CCOCC3)cc(C)nc12` across the screens: 0 | 0.3 | 0 | 10 | -18 | 1 | 5 | -2 | -1 | -1
`COc1cccc(Cn2cc(COC(=O)Nc3ccc(F)cc3)nn2)c1` across the screens: 1 | . | . | -7 | 5 | -1 | 0 | 1 | -7 | .

Rows were taken by chance; about 4.2% have a hit in one of these screens.
